PrPC TRFRET – reduces human prion protein on the cell surface. inhibition, % at 13.8 µM. cell surface PrPC, TR-FRET read-out. hit rate 0.43% among 370,000. AID 720596. P04156; in the data active = inhibition above about 24%; also: 0% = median of the test wells and 100% = reference compound wells
PfHsp40 rescue – restores yeast growth despite PfHsp40 toxicity; S. cerevisiae expressing PfHsp40, growth rescue, ATP luminescence; growth rescue, % at 12.5 µM; hit rate 0.68% among 340,000; in the data active = growth rescue above about 28%, passing the limit was not always enough;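 also: yeast W303a lacking pdr1 and pdr3 grown in galactose medium; growth measured after three days at 30 °C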
Yp Topo-I inh – Y. pestis Topo-I inhibition via cleavage products | hit rate 0.064% among 360,000 | activity, % at 10 µM | Y. pestis Topo-I cleavage product accumulation, plate reader; in the data active = activity above about 50%, passing the limit was not always enough; also: inactives centre near 2
BoNT-A LC inh2 – BoNT A light chain protease inhibition | hit rate 0.17% among 360,000 | AID 588499 | multiplex microsphere protease substrate cleavage, flow cytometry | inhibition, % at 10 µM; also: plate controls were buffer without enzyme for full effect and enzyme alone for no effect
TcdB GH inh – TcdB glycohydrolase inhibition; TcdB glycohydrolase enzymatic assay, plate reader; AID 652162; inhibition, % at 9.99 µM; hit rate 0.24% among 350,000; P18177; in the data active = inhibition above about 10%
BoNT-F LC inh – inhibitors of Botulinum neurotoxin F light chain protease; Multiplex microsphere protease cleavage assay, flow cytometry; inhibition, % at 10 µM; hit rate 0.22% among 360,000; AID 588497; in the data active = inhibition above about 35%, passing the limit was not always enough; also: plate controls were buffer without enzyme for full effect and enzyme alone for no effect
Anthrax LF inh2 – blocks Bacillus anthracis lethal factor protease. inhibition, % at 10 µM. AID 588501. multiplex microsphere protease cleavage assay, LF. hit rate 0.12% among 360,000; also: plate controls were buffer without enzyme for full effect and enzyme alone for no effect
FadD28 FP inh – blocks FadD28 binding to the bisubstrate probe | fluorescence polarization | inhibition, % at 12.5 µM | hit rate 0.22% among 360,000 | AID 588549; in the data active = inhibition above about 8.5%, passing the limit was not always enough
CCHF vOTU inh – CCHFV vOTU protease inhibition. Pep-AMC fluorescence. inhibition, % at 11.5 µM. hit rate 0.55% among 370,000. AID 651958; in the data active = inhibition above about 30%; also: 0% = vehicle wells with enzyme and 100% = no enzyme wells
Active calls of the source: *; x = no result given. Rule as the data show it, unless noted: active = inhibition above about 30%; inconclusive = no clear call, values can overlap the other calls; inactive = below that.

1: COc1ccccc1NS(=O)(=O)c1ccc2c(c1)OCCO2
2: Cc1nc2[nH]c(=O)n(O)c(=O)c2s1
3: O=C1CC(/C=C/c2ccco2)=Nc2ccccc2N1
4: CC12CCC(C(=O)NCc3ccc(F)cc3)(OC1=O)C2(C)C (configuration not stated)
5: COc1cccc(CN(CC(=O)NCc2ccco2)C(=O)CNS(=O)(=O)c2ccccc2)c1
6: COc1cc(NC(=O)C[n+]2ccc(C(=O)c3ccccc3)cc2)cc(OC)c1
Compound,1,2,3,4,5,6
TcdB GH inh,2.7,2.4,x,1.4,1.3,1.9
FadD28 FP inh,-0.4,-0.5,-2.8,-3.4,-1.8,-3.2
CCHF vOTU inh,19,8,x,14,-13,1
BoNT-A LC inh2,0.6,0.7,-1.8,-1.9,0.7,-0.2
PfHsp40 rescue,-0.9,-1.1,-1.2,-0.6,-0.8,-0.5
BoNT-F LC inh,1,3,-30,-9,10,-6
Yp Topo-I inh,-10,1,-6,7,3,-19
PrPC TRFRET,7,-10,x,-4,-1,-64
Anthrax LF inh2,-3,-8,-20,1,-5,-10

Filtered by structure, those above with a furan ring, fused or not.
3: O=C1CC(/C=C/c2ccco2)=Nc2ccccc2N1
5: COc1cccc(CN(CC(=O)NCc2ccco2)C(=O)CNS(=O)(=O)c2ccccc2)c1
Compound,3,5
TcdB GH inh,x,1.3
FadD28 FP inh,-2.8,-1.8
CCHF vOTU inh,x,-13
BoNT-A LC inh2,-1.8,0.7
PfHsp40 rescue,-1.2,-0.8
BoNT-F LC inh,-30,10
Yp Topo-I inh,-6,3
PrPC TRFRET,x,-1
Anthrax LF inh2,-20,-5

Whole records, quoted from the list. Order of values: TcdB GH inh | FadD28 FP inh | CCHF vOTU inh | BoNT-A LC inh2 | PfHsp40 rescue | BoNT-F LC inh | Yp Topo-I inh | PrPC TRFRET | Anthrax LF inh2
Record of `O=C1CC(/C=C/c2ccco2)=Nc2ccccc2N1` → x | -2.8 | x | -1.8 | -1.2 | -30 | -6 | x | -20
Record of `CC12CCC(C(=O)NCc3ccc(F)cc3)(OC1=O)C2(C)C` (configuration not stated) → 1.4 | -3.4 | 14 | -1.9 | -0.6 | -9 | 7 | -4 | 1
Record of `Cc1nc2[nH]c(=O)n(O)c(=O)c2s1` → 2.4 | -0.5 | 8 | 0.7 | -1.1 | 3 | 1 | -10 | -8
Record of `COc1cc(NC(=O)C[n+]2ccc(C(=O)c3ccccc3)cc2)cc(OC)c1` → 1.9 | -3.2 | 1 | -0.2 | -0.5 | -6 | -19 | -64 | -10

Further compounds follow.
7: O=C(NCc1ccco1)c1cc(S(=O)(=O)N2CCCC2)ccc1Cl
8: CCOc1cccc2sc(N(CCN(C)C)C(=O)c3ccc4ccccc4c3)nc12
9: CCNc1ncnc2c1cnn2C
10: Cc1ccc(S(=O)(=O)N2CCOCC2)cc1NC(=O)CSc1nccn1C
11: CCCCCCCCCCCCCCCC(=O)OC(CC(=O)O)C[N+](C)(C)C (configuration not stated)
12: O=C(O)CNS(=O)(=O)/C=C/c1ccccc1
Compound,7,8,9,10,11,12
TcdB GH inh,0.4,x,0.7,x,1.7,-1.8
FadD28 FP inh,0.2,-7.7,-2.8,0.0,17*,-1.4
CCHF vOTU inh,-3,x,7,2,-4,-7
BoNT-A LC inh2,-0.4,-1.0,-0.4,1.2,-0.2,0.1
PfHsp40 rescue,-0.6,1.2,-0.5,6.8,125*,0.0
BoNT-F LC inh,3,-8,-13,1,-5,1
Yp Topo-I inh,-3,5,10,-4,17,7
PrPC TRFRET,1,x,-4,4,-5,1
Anthrax LF inh2,-1,-2,-4,-1,3,-2

13: C[C@@H](C(=O)CC(=O)OC(C)(C)C)[C@@H](O)c1ccccc1
14: Cc1ccc2c(CSc3nc4ccccc4c(=O)n3CCCO)cc(=O)oc2c1C
15: COc1ccc(C(c2nnnn2C(C)(C)C)N2CCN(C)CC2)cc1OC (configuration not stated)
16: O=C(CN1C(=O)NC2(CCCC2)C1=O)Nc1cc(Cl)ccc1N1CCCCC1
17: Cc1cc(Cl)ccc1OCC(=O)NCCCN1CCOCC1
18: Cc1oc2ccc(OCc3ccc(F)cc3)cc2c1C(=O)O
Compound,13,14,15,16,17,18
TcdB GH inh,0.2,x,x,1.7,x,x
FadD28 FP inh,0.0,-3.3,-0.7,-0.7,-0.8,-2.0
CCHF vOTU inh,10,8,-1,1,2,-8
BoNT-A LC inh2,0.2,0.4,0.5,0.1,-0.9,0.2
PfHsp40 rescue,0.1,2.5,-0.2,16,0.7,0.7
BoNT-F LC inh,2,15,3,-4,18,12
Yp Topo-I inh,2,3,2,39,-10,-1
PrPC TRFRET,6,-6,-6,9,-9,-2
Anthrax LF inh2,-4,-2,1,-1,-5,-1

19: CCN(CC)S(=O)(=O)c1ccc2c(c1)N(CC(=O)NCc1ccccn1)C(=O)CO2
20: NC(=O)CC(NC(=O)Cc1ccc(Br)cc1)c1ccc(NCCc2cccc(F)c2)c([N+](=O)[O-])c1 (configuration not stated)
21: CS(=O)(=O)N(CC(=O)NCC1CCCO1)c1ccc(Cl)c(Cl)c1 (configuration not stated)
22: COc1ccc(NC(=O)C2CCCN2S(=O)(=O)c2cccs2)c([N+](=O)[O-])c1 (configuration not stated)
23: CCOC(=O)Cc1csc(NS(=O)(=O)Cc2ccccc2)n1
24: CCCS(=O)(=O)N1CCCC(C(=O)c2ccccc2OC)C1 (configuration not stated)
Compound,19,20,21,22,23,24
TcdB GH inh,0.1,x,-0.1,1.5,x,1.4
FadD28 FP inh,-1.1,-2.4,-2.8,-0.5,-1.1,0.6
CCHF vOTU inh,-14,-4,10,6,4,8
BoNT-A LC inh2,0.2,-0.1,-0.6,-0.8,0.1,1.1
PfHsp40 rescue,0.5,-0.3,-0.5,-0.9,-1.3,-2.8
BoNT-F LC inh,0,2,-4,-3,28,-2
Yp Topo-I inh,-6,19,4,-2,5,3
PrPC TRFRET,5,-3,4,-22,-5,-4
Anthrax LF inh2,0,-6,-2,-4,-2,-4

25: COc1ccc(-c2nc(C)ncc2N=Nc2ccccc2)cc1
26: COCCN(C(=S)Nc1ccc(C(C)C)cc1)C(C)c1cccs1 (configuration not stated)
27: COc1cc(NC(=O)COC(=O)c2cnc(C)cn2)c(C)cc1[N+](=O)[O-]
28: CC(=O)c1ccc(-c2ccc(C(=O)NC3CC(C)(C)NC(C)(C)C3)o2)cc1
Compound,25,26,27,28
TcdB GH inh,x,1.1,0.1,1.2
FadD28 FP inh,-0.2,-0.4,-3.8,0.2
CCHF vOTU inh,3,4,4,-189
BoNT-A LC inh2,-0.8,-1.2,-0.2,2.0
PfHsp40 rescue,3.5,1.2,-1.3,0.8
BoNT-F LC inh,7,-9,-3,36*
Yp Topo-I inh,5,12,-4,-7
PrPC TRFRET,-8,0,7,-14
Anthrax LF inh2,-6,4,0,-1

Screening data deposited in PubChem BioAssay by several laboratories.
